# Screening results as filed in PubChem.
# NSD2 inh: inhibitors of human histone methyltransferase NSD2; AID 743445; actives 0.54% (n = 310,000); inhibition, % at 12.5 µM; NSD2 peptide methylation, AlphaScreen, 120 min; in the data active = inhibition above about 50%
# Keap1 Nrf2 FP: inhibitors of human Keap1-Nrf2 protein-protein interaction; Q14145; Keap1 Kelch-Nrf2 peptide fluorescence polarization, 1536-well; inhibition, % at 9.4 µM; actives 0.15% (n = 340,000); AID 504523; in the data active = inhibition above about 12%;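 also: human Keap1 Kelch domain with fluorescein labeled Nrf2 9mer peptide probe; 0% = neutral control wells and 100% = peptide positive control; higher means more block of Keap1 binding to Nrf2 peptide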
# RTF Ca sens inh: cardiac RTF calcium desensitization. P19429+P45379. IANBD-labeled cardiac RTF, Ca2+ fluorescence. inhibition, % at 7.15 µM. actives 0.12% (n = 340,000). AID 493244;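 active = inhibition above the mean inhibition of all tested compounds plus 3 SD, cut at about 17% in these data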;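 also: assay run at fixed EC70 calcium of 1.6 mM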
# PKA-R2B activ: PKA-R2B complex activation; PKA-R2B holoenzyme dissociation, Cy5-IP20 fluorescence polarization; R2B truncated from residue 108, S112A mutant; 0% DMSO only, 100% 113 µM cGMP; activation, % at 11.4 µM; actives 0.079% (n = 340,000); AID 504700;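 active = activation above a cutoff set at the mean over all compounds plus 3 SD, cut at about 18% in these data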;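 also: higher means more holoenzyme dissociation and a rise in polarization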
# Target sequence (P31323 whole entry, looked up, other chains not shown, the tested form may be a part): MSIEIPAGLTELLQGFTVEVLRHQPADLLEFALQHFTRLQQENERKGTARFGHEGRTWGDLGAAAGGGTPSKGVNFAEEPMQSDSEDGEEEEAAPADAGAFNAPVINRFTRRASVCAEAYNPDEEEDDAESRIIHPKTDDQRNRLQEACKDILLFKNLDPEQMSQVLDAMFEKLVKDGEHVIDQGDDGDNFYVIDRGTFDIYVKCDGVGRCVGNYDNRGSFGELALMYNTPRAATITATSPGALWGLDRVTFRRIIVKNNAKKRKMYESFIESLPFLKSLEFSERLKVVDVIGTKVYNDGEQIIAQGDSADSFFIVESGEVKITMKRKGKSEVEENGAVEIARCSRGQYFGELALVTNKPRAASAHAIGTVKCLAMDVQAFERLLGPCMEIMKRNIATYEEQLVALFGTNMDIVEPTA
# SR-BI HDL uptake: mouse SR-BI HDL lipid transfer inhibition | inhibition, % at 12.5 µM | actives 0.96% (n = 320,000) | ldlA[mSR-BI] CHO cells, DiI-HDL uptake fluorescence, 3 h | Q61009;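 active = mean replicate inhibition of at least 70% and a set share of replicates each scoring 70 or more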;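 also: 0% = median of neutral control wells and 100% = median of positive control wells; values of inactives mirror those of a sister screen read the other way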
# SR-BI DiI-HDL act: SR-BI HDL lipid transfer activation. CHO ldlA[mSR-BI] cells, DiI-HDL uptake fluorescence, 3 h; 100 = double the neutral-control signal. activation, % at 12.5 µM. actives 0.096% (n = 320,000);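 active = mean replicate activation of at least 60% and every replicate at or above 60%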;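 also: 0% = median plate neutral-control signal and 100% = twice that signal; values of inactives mirror those of a sister screen read the other way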
#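 Assay system: CHO ldlA[mSR-BI] cells, LDL receptor-null, SR-BI overexpressing; medium: Ham's F12 with 0.5% BSA, HEPES 25 mM, pH 7.4; also added: DiI-HDL 10 µg/mL; timing: 3 h uptake period with compound, 37 °C; signal: DiI fluorescence, bottom read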
# LANA DNA inh: inhibitors of KSHV LANA C-terminal domain DNA binding. actives 0.078% (n = 340,000). inhibition, % at 9 µM. MBP-C-LANA/FAM-LBS DNA binding, fluorescence polarization;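 active = highest replicate inhibition at or above 60% at 9 µM, even if other replicates fall short; inactive = all replicates below 60% inhibition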;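 also: 0% = neutral control wells and 100% = 4 µM acridine orange control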
# Arrestin-AP2 inh: human beta-arrestin and AP2 interaction inhibition | FITC-arrestin peptide / GST-AP2 beads, flow cytometry; AP2 beta2 appendage carries R879A mutation | inhibition, % at 10 µM | actives 0.31% (n = 340,000);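 active = inhibition above a set limit, near 3 SD of compounds lacking own fluorescence, cut at about 54% in these data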;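 also: plate controls were DMSO wells for no effect and 5 µM unlabelled arrestin peptide for full effect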
#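 test system = AP2 appendage R879A on GSH beads | buffer or medium = PBS plus Tween 20 (0.05%) and BSA (0.1%) | incubation = 12 min plus 1 h, RT | detection = bead flow cytometry, FITC channel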
# PvdQ inh: P. aeruginosa PvdQ acylase inhibition. purified PvdQ acylase, fluorescence plate reader. inhibition, % at 10 µM. actives 0.063% (n = 340,000). AID 488965; in the data active = inhibition above about 30%, passing the limit was not always enough;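 also: 0% = vehicle neutral wells and 100% = reference inhibitor wells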
# DAGLB inhibitor: diacylglycerol lipase beta (human) inhibition. HEK293T DAGLB membrane lysate, EnzChek fluorogenic substrate. inhibition, % at 5.17 µM. AID 504411. actives 0.059% (n = 340,000). Q8NCG7; in the data active = inhibition above about 34%;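 also: 0% = enzyme with vehicle and 100% = wells lacking enzyme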
# Target sequence (Q8NCG7 whole entry, looked up): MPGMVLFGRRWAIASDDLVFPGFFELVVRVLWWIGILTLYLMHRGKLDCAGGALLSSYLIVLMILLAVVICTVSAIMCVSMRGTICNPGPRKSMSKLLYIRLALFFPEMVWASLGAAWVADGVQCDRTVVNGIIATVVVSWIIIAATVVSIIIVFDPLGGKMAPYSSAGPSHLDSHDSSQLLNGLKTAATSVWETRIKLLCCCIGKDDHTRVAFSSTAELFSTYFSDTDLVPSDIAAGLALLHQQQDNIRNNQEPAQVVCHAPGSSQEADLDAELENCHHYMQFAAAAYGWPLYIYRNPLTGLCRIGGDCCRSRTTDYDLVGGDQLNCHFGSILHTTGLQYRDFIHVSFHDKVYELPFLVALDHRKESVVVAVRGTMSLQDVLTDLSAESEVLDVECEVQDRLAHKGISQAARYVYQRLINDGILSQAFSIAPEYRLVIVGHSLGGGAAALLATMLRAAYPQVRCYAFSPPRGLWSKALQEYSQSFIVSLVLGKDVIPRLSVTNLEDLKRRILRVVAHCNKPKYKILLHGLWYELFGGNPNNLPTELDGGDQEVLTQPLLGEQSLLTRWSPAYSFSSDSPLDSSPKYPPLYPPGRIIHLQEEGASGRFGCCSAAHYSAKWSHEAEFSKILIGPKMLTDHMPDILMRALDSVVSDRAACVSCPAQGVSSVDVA
# An asterisk follows results filed as active; / = no result given.
mol	NSD2 inh	Keap1 Nrf2 FP	RTF Ca sens inh	PKA-R2B activ	SR-BI HDL uptake	SR-BI DiI-HDL act	LANA DNA inh	Arrestin-AP2 inh	PvdQ inh	DAGLB inhibitor
CCOc1ccccc1C1NC(=O)NC(C)=C1C(=O)OC1CCCCC1 (configuration not stated)	0	1	-3	-10	10	-10	1.2	-5	-6	2
C=CC[C@@H](CC(=O)N(CCO)Cc1ccccc1)C(=O)NC[C@H](OC(=O)[C@@H](CC=C)CC(=O)OC(C)(C)C)c1ccccc1	/	4	-2	1	21	-21	0.7	0	-19	-15
C/C(Cn1nc([N+](=O)[O-])cc1C)=N\NC(=O)c1cccc(Br)c1	-1	-4	3	8	2	-2	-0.2	4	-13	-5
Cn1c(=O)c2sccc2n2c(CCCC(=O)NCCc3ccccc3)nnc12	-1	-2	-3	-2	-10	10	-0.3	-2	-9	-2
CCOc1ccc(NC(=O)Cn2ncc3ccccc32)cc1	9	0	-8	-9	-8	8	0.5	1	-13	0
CC(NC(=O)CSc1n[nH]c(N)n1)c1ccccc1 (configuration not stated)	0	1	-3	2	/	/	-0.9	27	-3	-1
CC(C(=O)NC1CCCCCC1)n1cc([N+](=O)[O-])cn1 (configuration not stated)	-4	-4	-8	-6	/	/	-0.9	9	-11	-2
CCn1nc(C(=O)NNC(=O)c2cc(Cl)ccc2OC)c2ccccc2c1=O	-3	1	-3	-11	32	-32	-0.4	39	8	0
Cc1cc(NC(=O)CCl)n(-c2nc3ccccc3s2)n1	-3	1	9	-6	-24	24	-0.7	-3	-4	-1
COc1ccc(S(=O)(=O)N2CCCCC2)cc1NC(=O)Cn1c(=O)cnc2ccccc21	2	8	-5	10	5	-5	6.9	53	2	0

# Single entries from the list.
# Cc1cc(NC(=O)CCl)n(-c2nc3ccccc3s2)n1 @ LANA DNA inh: -0.7
# CCn1nc(C(=O)NNC(=O)c2cc(Cl)ccc2OC)c2ccccc2c1=O @ PvdQ inh: 8

# (list continues)
mol	NSD2 inh	Keap1 Nrf2 FP	RTF Ca sens inh	PKA-R2B activ	SR-BI HDL uptake	SR-BI DiI-HDL act	LANA DNA inh	Arrestin-AP2 inh	PvdQ inh	DAGLB inhibitor
Nc1nc(NCC(=O)O)nc(N2CCCCCC2)c1[N+](=O)[O-]	-2	-6	4	-5	-4	4	1.0	3	13	0
c1ccc(-c2noc(CSc3nnnn3C3CCCCC3)n2)cc1	36	1	-4	-2	-23	23	-0.7	8	-14	-10
CCC(C)c1ccc(NC(=O)C2CCN(c3ccc(C(F)(F)F)cn3)CC2)cc1 (configuration not stated)	-3	-1	10	-3	49	-49	1.6	-2	6	-5
Cc1cc(N2CCOCC2)n2cc(-c3ccccc3)nc2n1	-1	-3	4	-8	-19	19	1.2	16	8	1
CC(C)C(NC(=O)CN1C(=O)c2ccccc2C1=O)c1ccccc1 (configuration not stated)	-2	-1	2	-5	-31	31	0.5	2	-6	-1
CN(Cc1c(F)cccc1Cl)C(=O)c1ccc(COc2ccccc2)cc1	/	-1	-3	-15	2	-2	-1.7	1	-6	-9
CCN(CC)C(=O)[C@H]1C[C@H](CC(=O)NCc2ccc(OC)c(OC)c2)C(=O)N2CCc3c([nH]c4cc(-c5ccco5)ccc34)[C@]12C	/	-10	-9	-7	21	-21	-0.2	14	-14	4
Cc1ccc(C)c(N2CCN(C(=O)c3csc4ccccc34)CC2)c1	0	3	-5	-9	-7	7	-0.1	9	-5	-7
CC(NC(=O)c1ccc(NC(=O)c2ccco2)cc1)c1ccccc1 (configuration not stated)	12	-5	-5	4	-12	12	0.3	16	-12	3
Cc1ccc(C)c(N(Cc2ccccc2F)S(C)(=O)=O)c1	0	-1	-18	-2	30	-30	0.8	9	-5	-2
COCCNCC(=O)Nc1ccccc1Sc1ccccc1	-1	-4	3	1	8	-8	-1.8	-5	-9	0
CC(C)n1cc(C(=O)c2ccccc2O)cc(C#N)c1=O	-3	1	11	-5	-2	2	-1.2	27	9	-3
CCOc1ccc(S(=O)(=O)N2CCCC(C(=O)NCc3cccnc3)C2)cc1 (configuration not stated)	1	1	-9	-3	-16	16	0.7	4	-11	1
O=C(c1ccccn1)c1conc1C(=O)c1ccc(Br)cc1	-3	0	-5	6	-12	12	0.1	1	-13	-5
Cc1ccc(CSCc2ccc(C(=O)NC3CCCC3)o2)cc1	/	-2	-2	-2	/	/	2.6	-4	3	-2
CSc1nc(N)nc2c1ncn2Cc1ccccc1	-4	-2	-3	2	-7	7	0.4	-7	-9	0
Cc1cc(C)n2nc(SC(C)C(=O)N(C)c3ccccc3)nc2n1 (configuration not stated)	0	-6	-1	-5	-12	12	0.7	-5	-18	-1
Nc1nc(-c2ccco2)nn1C(=O)c1ccc([N+](=O)[O-])cc1	1	-3	1	-5	-14	14	0.4	4	-11	2
Cc1cccc(C)c1OCCCCc1c(C)n[nH]c1C	14	-4	-18	-3	18	-18	0.9	1	-9	-2
CN(C)CCCN(C(=O)CCc1ccccc1)c1nc2ccc(F)cc2s1	-2	0	6	1	-1	1	-0.9	6	-16	-1

# Compound profiles (already shown). Screens in order: NSD2 inh, Keap1 Nrf2 FP, RTF Ca sens inh, PKA-R2B activ, SR-BI HDL uptake, SR-BI DiI-HDL act, LANA DNA inh, Arrestin-AP2 inh, PvdQ inh, DAGLB inhibitor
# Cc1cccc(C)c1OCCCCc1c(C)n[nH]c1C reads 14, -4, -18, -3, 18, -18, 0.9, 1, -9, -2
# CSc1nc(N)nc2c1ncn2Cc1ccccc1 reads -4, -2, -3, 2, -7, 7, 0.4, -7, -9, 0

# More results
mol	NSD2 inh	Keap1 Nrf2 FP	RTF Ca sens inh	PKA-R2B activ	SR-BI HDL uptake	SR-BI DiI-HDL act	LANA DNA inh	Arrestin-AP2 inh	PvdQ inh	DAGLB inhibitor
S=C(NC1CC1)N1CCN(C(=S)NC2CC2)CC1	0	0	2	-12	-4	4	-0.4	-20	-17	1
CC(Oc1ccc2c(-c3ccccc3)cc(=O)oc2c1)C(=O)O (configuration not stated)	32	2	3	-12	-13	13	-0.3	22	23	2
O=C(NNC(=O)c1cccnc1SCc1cccc([N+](=O)[O-])c1)c1ccc(F)cc1	-3	-7	1	2	38	-38	-0.3	3	-12	-1
CN(C)S(=O)(=O)c1ccc(-c2csc(N/N=C/c3ccco3)n2)cc1	-1	0	-8	-12	/	/	0.7	9	-9	7
CCCCNC(=O)CS(=O)Cc1nc(-c2cccs2)oc1C (configuration not stated)	/	-6	-7	5	3	-3	0.9	-8	-26	3
COc1ccc(N(CC(=O)NCC2CCCO2)C(=O)CCC(=O)Nc2cc(C)on2)cc1OC (configuration not stated)	-5	-4	-5	3	/	/	-0.2	0	-3	2
COc1cc(C(=O)OC(C)c2ccc(F)cc2)ccc1OCC(=O)N1CCOCC1 (configuration not stated)	-1	-1	1	-6	4	-4	-0.1	10	-13	-1
O=c1[nH]c(=O)n([C@H]2C[C@H](O)[C@@H](CO)O2)cc1Br	/	-7	-4	-4	-12	12	-0.4	23	-12	-1
Cc1ccc(Nc2nnc(-c3ccncc3)s2)c(Br)c1	-1	-3	-4	-1	-22	22	-3.3	6	-11	3
O=C(N1CCN(c2ccccc2F)CC1)C12CC3CC(CC(C3)C1)C2	-2	-3	-10	6	18	-18	-0.3	2	-13	-11
CCn1ncc(CN2CCN(Cc3ccc(OC)c(C)c3C)C(CCO)C2)c1C (configuration not stated)	-2	3	-5	9	0	0	0.9	-28	0	2
Cc1ccnc(OC(C(=O)O)C(OCCc2ccccc2)(c2ccccc2)c2ccccc2)n1 (configuration not stated)	-3	1	0	9	-11	11	0.5	-2	3	9
CCC(=O)c1cn(CC(=O)Nc2cc(C)ccc2C)c2ccccc12	-1	-1	-3	-9	16	-16	-1.1	28	1	-7
COc1ccc2oc(=O)c(C(=O)N3c4ccccc4CC3C)cc2c1 (configuration not stated)	1	-2	1	-8	-14	14	0.7	-8	-6	-2
CC1CN(Cc2ccccc2)c2nc3c(c(=O)n(CC(N)=O)c(=O)n3C)n2C1 (configuration not stated)	2	-1	0	1	-10	10	8.7	6	6	0
Cc1ccc(NC(=S)N(Cc2ccccc2)C(C)C)cc1	3	2	/	/	-15	15	-0.3	-2	-12	/
CN(CC(=O)Nc1c(Cl)cccc1Cl)C(=O)c1cc2ccccc2cc1O	2	-3	-2	-1	-22	22	-1.2	6	4	-2
Cc1ccc(C)c(CN2CCC(n3nccc3NC(=O)C3CCCC3)CC2)c1	-1	-1	-1	-1	5	-5	0.0	-9	-16	-1
CC1CCCCN1CCNC(=O)C1CCCN(c2ncnc3c2nc2n3CCCCC2)C1 (configuration not stated)	9	-4	-3	-8	-4	4	0.9	-3	-14	-1
Cc1c([N+](=O)[O-])c(C(=O)N2CCCC2)nn1C	0	3	1	-13	-15	15	-0.1	-2	-3	2
O=C(Cc1ccc(S(=O)(=O)N2CCOCC2)s1)Nc1ccc2c(c1)CCC2	1	-3	-12	-16	-8	8	0.1	-1	-14	-4
c1ccc2c(c1)ncn2CCC1CCCCC1	23	0	-5	5	-16	16	-0.4	9	-8	1
C=CC[N+](C)(C)CC(=O)OCc1ccccc1	-1	-1	-10	-2	-19	19	-0.2	2	-11	-3
CCCCn1c(N)c(N(CCOC)C(=O)CCc2ccc(OC)cc2)c(=O)[nH]c1=O	-3	-5	3	5	11	-11	-0.8	4	4	-1
C=CCNC(=S)N1CCN(c2cc3c(cc2F)c(=O)c(C(=O)O)cn3CC)CC1	-2	3	-8	-4	58	-58	0.1	6	-9	-2
O=C(C1CCN(S(=O)(=O)c2cc(Cl)ccc2Cl)CC1)N1CCCC1	-2	-4	-11	1	-14	14	1.1	6	-19	2
Cc1cc(C)c(C)c(S(=O)(=O)NCc2ccncc2)c1C	-2	-1	-1	-3	/	/	-1.0	-8	-4	2
O=c1[nH][nH]c2nc(C(F)(F)F)cc(C(F)(F)F)c12	3	4	-3	6	-16	16	-3.1	35	0	4
Cc1ccc(S(=O)(=O)N(CCC(=O)NCc2ccc(S(N)(=O)=O)cc2)c2ccccc2)cc1	-5	0	-6	0	-26	26	-1.0	2	-3	0
N#C/C(=C\c1cccs1)C(=O)NCc1cccnc1	0	-1	0	-11	-8	8	0.6	20	-1	-1
COc1ccc(-c2cc(C(=O)NCc3cccnc3)no2)cc1OC	0	5	-3	0	-11	11	1.1	32	1	1
CCn1c(C)nc2cc(C(=O)N/N=C(\C)c3ccc(N4CCOCC4)cc3)ccc21	0	1	-4	-10	9	-9	1.7	32	9	-2
COc1cc(C(=O)Nc2ccc(N(C)C)cc2)cc(OC)c1OC	7	1	-7	-9	46	-46	0.7	10	-14	4
N#Cc1ccccc1NC(=O)CN1CCOCC1	-1	3	-5	-5	-7	7	1.8	-4	-6	-5
